Screens: PubChem, several laboratories
PMI act satM6P – human PMI activators, high substrate, primary screen, biochemical, fluorescence intensity, near-saturating mannose 6-phosphate; coupled PMI enzyme assay, resazurin fluorescence, 20 min; active compounds read high; 1 = untreated enzyme, 0 = substrate-free blank; AID 1216, 2008; hit rate 0.34% among 190,000; Mannose-6-phosphate isomerase (Homo sapiens), P34949; activation factor at 20 µM;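 active = activation factor of 2 or more at 20 µM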
Target sequence (P34949 whole entry, looked up): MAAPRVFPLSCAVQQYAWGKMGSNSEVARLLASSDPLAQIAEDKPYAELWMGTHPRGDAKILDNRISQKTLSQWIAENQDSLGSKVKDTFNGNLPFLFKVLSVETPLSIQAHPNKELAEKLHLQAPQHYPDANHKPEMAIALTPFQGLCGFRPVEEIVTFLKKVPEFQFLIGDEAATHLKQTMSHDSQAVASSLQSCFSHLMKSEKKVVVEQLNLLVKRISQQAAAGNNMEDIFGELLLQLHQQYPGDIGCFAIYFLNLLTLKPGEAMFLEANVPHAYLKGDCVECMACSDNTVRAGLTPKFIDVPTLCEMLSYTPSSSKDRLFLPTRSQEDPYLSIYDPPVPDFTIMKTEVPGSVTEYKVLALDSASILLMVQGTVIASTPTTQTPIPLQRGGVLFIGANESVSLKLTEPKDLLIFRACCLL
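Test system: Human PMI in coupled enzyme assay | Input: 15 ng/mL PMI | Medium: HEPES-buffered pH 7.4 with magnesium and detergent | Compound: One concentration, 20 µM, in 1% DMSO | Incubation: Enzyme reaction with compound 20 min at room temperature | Detection: Diaphorase-driven resazurin-to-resorufin fluorescence, excitation 544, emission 590 nm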
bIAP act – bovine intestinal alkaline phosphatase activators, primary screen, biochemical, bovine IAP, CDP-star luminescence | purified bovine IAP, 30 min; active compounds read high; fold of DMSO-control signal, blank-subtracted | activation factor at 20 µM | hit rate 0.17% among 200,000 | AID 1016, 2008;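 active = activation factor of 2 or more at 20 µM, a signal rise over negative controls twice the positive control's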
FLuc inhib CS – firefly luciferase enzyme inhibitors, primary screen, artefact control for luciferase-based inhibitor screens, biochemical, luminescence, ATPLite. Luciferin 4-monooxygenase (Photinus pyralis), P08659. inhibition, % at 10 µM. hit rate 1.5% among 200,000. 10 min;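 active = inhibition above about 50% when tested at 10 µM, limit read from the data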
TNAP act hi DEA – TNAP activators at high phosphate acceptor level, primary screen, biochemical, luminescence, uHTS; purified TNAP, CDP-star luminescence, 1 M DEA, 30 min; active compounds read high; 0 = EDTA background, 1 = DMSO-only activity; activation factor at 20 µM; 200,000 tested, under 10 active; AID 1136, 2008;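 active = activation factor at least 2 at 20 µM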
Target sequence (P05186 whole entry, looked up): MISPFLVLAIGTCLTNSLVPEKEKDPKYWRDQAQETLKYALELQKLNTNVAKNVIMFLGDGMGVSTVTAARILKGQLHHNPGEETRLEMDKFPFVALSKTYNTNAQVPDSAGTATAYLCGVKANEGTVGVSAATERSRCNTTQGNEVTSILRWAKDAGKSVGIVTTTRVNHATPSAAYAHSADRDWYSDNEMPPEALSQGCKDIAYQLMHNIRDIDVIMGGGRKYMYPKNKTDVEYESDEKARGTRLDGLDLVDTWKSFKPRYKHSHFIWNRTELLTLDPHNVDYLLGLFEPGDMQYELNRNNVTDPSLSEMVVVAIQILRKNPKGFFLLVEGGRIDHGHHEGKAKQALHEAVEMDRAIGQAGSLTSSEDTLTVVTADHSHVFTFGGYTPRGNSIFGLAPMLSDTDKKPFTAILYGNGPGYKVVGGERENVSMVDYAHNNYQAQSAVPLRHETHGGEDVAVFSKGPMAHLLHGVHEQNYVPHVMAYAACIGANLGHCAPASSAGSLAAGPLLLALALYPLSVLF
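Control set: EDTA negative control, DMSO positive control / Assay system: human TNAP / Quantity: TNAP 1/800 final / Evaluation: TNAP activation factor scaled between EDTA and DMSO control wells / Measured by: luminescent substrate turnover signal / Compound dosing: one dose, 20 µM / Times: 30 min enzyme reaction at room temperature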
APP 5'UTR act – activators of APP 5'UTR luciferase reporter, primary screen, SH-SY5Y cells; SH-SY5Y APP 5'UTR luciferase reporter, luminescence; zero percent = DMSO vehicle wells; activation, % at 2 µM; hit rate 1% among 190,000;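 active = activation above a set limit, based on mean plus 3 SD of controls, cut at about 140% in these data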; note: values of inactives mirror those of a sister screen read the other way
NF-kB expr up – activators of NF-kB expression in neurons, primary screen, cell-based, HTS; human neuronal cells, NF-kB reporter expression; active compounds read high; fold change at 12.5 µM; hit rate 1.6% among 190,000; AID 1239, 2008; in the data active = fold change above about 3.3
TNAP inh hi DEA – human TNAP enzyme inhibitors, primary screen, biochemical, luminescent, high phosphate acceptor level, uHTS | Alkaline phosphatase, tissue-nonspecific isozyme (Homo sapiens), P05186 | purified TNAP, CDP-star luminescence, 1 M DEA | inhibition, % at 20 µM | hit rate 0.03% among 200,000 | AID 1135, 2008;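 active = over 50% inhibition of tissue-nonspecific alkaline phosphatase at 20 µM in the single-dose screen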;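 note: plate controls were DMSO wells for no effect and EDTA-quenched wells as full inhibition for full effect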
PMI act – activators of human PMI, primary screen, biochemical, fluorescence intensity, near-Km mannose 6-phosphate | purified human PMI, coupled resazurin fluorescence, 20 min; active compounds read high; 1 = vehicle control, 0 substrate-free wells | activation factor at 20 µM | hit rate 0.005% among 190,000;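 active = activation factor of 2 or more at 20 µM, relative to plate controls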
FLuc act counter – FLuc activators, initial screening, artefact control for FLuc-dependent activation tests, biochemical, ATPlite luminescence. Luciferin 4-monooxygenase (Photinus pyralis), P08659. ATPlite luciferase biochemical, 10 min; 0 = ATP-free wells, 1 = DMSO control. activation factor at 10 µM. 200,000 tested, under 10 active. AID 1027, 2008;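 active = luciferase activation factor, scaled between plate controls, of at least 2 with compound at 10 µM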
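Material: luciferase plus luciferin reagent, cell-free. Medium: PBS buffer for ATP. Also added: ATP substrate, dispensed from a 10.24 µM working solution in PBS. Doses: test compounds dosed from 2 mM stocks in 100% DMSO. Incubation: 10 min post-reagent at room temperature. Technique: light output (luminescence). Read-out basis: luminescence gain marking luciferase activators.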
TNAP inh noacc – human TNAP enzyme inhibitors, primary screen, biochemical, luminescent, no phosphate acceptor, uHTS | inhibition, % at 20 µM | Alkaline phosphatase, tissue-nonspecific isozyme (Homo sapiens), P05186 | AID 1012, 2008 | hit rate 0.26% among 200,000 | purified TNAP, CDP-star luminescence, 30 min;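 active = tissue-nonspecific alkaline phosphatase inhibition above about 50% at 20 µM in the single-dose screen, limit read from the data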;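 note: 0% = DMSO negative control and 100% = EDTA positive control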
Numbers without * were called inactive; · = no result given.

SMILES	PMI act satM6P	bIAP act	FLuc inhib CS	TNAP act hi DEA	APP 5'UTR act	NF-kB expr up	TNAP inh hi DEA	PMI act	FLuc act counter	TNAP inh noacc
COc1ccc(-c2nnc(SCCC(=O)O)n2C)cc1OC	1.2	1	1	1.1	1	1.1	-5	0.9	1	6
COc1cccc(NC(=S)NN=C2CCC(C(C)(C)C)CC2)c1 (configuration not stated)	2.1*	1.1	-7	1	28	1	-4	1.5	1.1	-2
COc1ccccc1NC(=O)CN1CCN(Cc2ccccc2)CC1	0.9	1.1	-10	1.1	6	0.89	-5	0.9	1.1	-8
COC(=O)CN(C(=S)Nc1ccc(Cl)cc1)C1CC(=O)N(c2ccc(OC)cc2)C1=O (configuration not stated)	1	1	0	1	9	1.1	-2	0.9	1	-26
CCOC(=O)Cn1nc(CC)c2ccccc2c1=O	1.1	0.9	0	1	7	1.1	-5	1.1	1	-4
Cc1cc(NC(=O)CCC(=O)N(CCC(C)C)C(C(=O)NC2CCCC2)c2cccnc2)no1 (configuration not stated)	1	1	-10	1	6	1.9	-3	1.1	1.1	6
Cc1ccc(C)c(Nc2ccc(C(=O)NCCc3ccccc3)cn2)c1	0.9	1	-2	1	·	1.1	2	0.8	1	-18
O=C(CN1C(=O)C2CC=C(Cl)CC2C1=O)NCc1ccccc1 (configuration not stated)	1	1	-2	1	-8	1.1	0	1.1	1	-12
Cn1cnc(S(=O)(=O)NCc2cccs2)c1	1	1	-4	1	1	1.1	-3	1	1	-13
Cc1nonc1C1CCCN1Cc1cn[nH]c1-c1ccc2c(c1)OCO2 (configuration not stated)	0.9	1	-4	1.1	30	0.83	-5	0.9	1	14

Some values from the results shown.
`Cn1cnc(S(=O)(=O)NCc2cccs2)c1` – PMI act satM6P: 1
`Cc1nonc1C1CCCN1Cc1cn[nH]c1-c1ccc2c(c1)OCO2` (configuration not stated) – TNAP inh noacc: 14

Next section.
SMILES	PMI act satM6P	bIAP act	FLuc inhib CS	TNAP act hi DEA	APP 5'UTR act	NF-kB expr up	TNAP inh hi DEA	PMI act	FLuc act counter	TNAP inh noacc
O=C(COC(=O)/C=C/c1ccccc1[N+](=O)[O-])NCC1CCCO1 (configuration not stated)	1	1	1	0.9	8	0.93	6	1	1	-3
CC(C)Oc1ccc(Cn2c(-c3ccco3)n[nH]c2=S)cc1	0.9	1	-2	1	8	1.4	-2	0.9	1	-1
O=C(Nc1ccc(Cl)cn1)C1CC1	1	1.1	-6	1.1	-6	1.1	-6	1.1	1.1	-8
Cc1cc(C)c(C#N)c(SCc2[nH]nc3c2C(c2ccccc2)C(C#N)=C(N)O3)n1 (configuration not stated)	0.8	0.9	-5	1	-5	1.1	-5	0.7	1.1	-12
COc1ccc(-c2cc3nc(C)c(CCC(=O)NC(C)CCc4ccco4)c(C)n3n2)c(OC)c1 (configuration not stated)	0.9	0.9	-3	1.1	-8	0.75	-5	0.8	1	-11
Cc1ccc(S(=O)(=O)N2CCOCC2)cc1NC(=O)COC(=O)CSc1ccc(Br)cc1C	1	1	-4	0.9	-3	0.99	10	0.9	1	-7
COc1ccc(CCNC(=O)CSc2ccccn2)cc1	1.1	1.1	-6	1.1	18	1	-6	1.2	1.1	-8
O=C(CSc1nnc(NC(=O)C2CC2)s1)NCc1cccs1	0.9	1	0	1	5	1.1	-4	0.9	1	-9
CNC(=O)COC(=O)c1ccc(NC(=O)CC#N)cc1	1	0.9	-2	1	-4	1.1	-2	1	1	-8
COc1ccc2ccccc2c1C1CC(=O)N2CN(C3CCCCC3)CSC2=C1C#N (configuration not stated)	0.5	1.1	2	1	1	1.1	-3	0.7	1	-8
Cc1ccc(CN(Cc2ccco2)C(=S)NCC(=O)NC2CC2)cc1	1	1.7	-2	1	-12	1.1	1	0.9	1	-143
CCOC(=O)CSc1nnc(-c2ccccc2)c(=O)[nH]1	1.1	0.9	-1	1.1	10	1.7	-5	1	1	-1
S=c1[nH]cnc2scc(-c3ccccc3)c12	1.1	1	-4	1	-16	0.84	0	1	1	-5
COc1cc2c(cc1OC)C1(CCCC1)CNC2c1cccc([N+](=O)[O-])c1 (configuration not stated)	1	1.1	0	1	-7	1.1	2	0.9	1	-3
COc1ccccc1-c1nnc(N)s1	1	0.9	-7	1	17	1.1	-5	0.9	1.1	-15
C=COCCNC(=O)C(=O)NC(C)C	1.1	0.9	-11	1.1	7	1.1	-8	1.1	1.1	-5
O=C(NC1CCCC1)c1ccc(S(=O)(=O)N2CCOCC2)cc1	1	1	-6	1	4	1.2	-1	1	1.1	0
CC1Cc2ccccc2N1C(=O)COC(=O)c1cccnc1Cl (configuration not stated)	1	1	0	1.1	16	1.2	-6	1	1	-12
Cc1cnc(C(=O)OCC(=O)Nc2ccc(C)c(S(=O)(=O)N3CCCCC3)c2)cn1	1	0.9	-4	1	-1	0.87	-1	1	1	-6
CCCc1nn(C)c2c1C(c1ccncc1)C(C#N)=C(N)O2 (configuration not stated)	1	0.9	-10	1	4	0.99	-2	1.1	1.1	-15
CS(=O)(=O)Nc1ccc(C(=O)NCCC2=CCCCC2)cc1	0.9	0.9	-7	1	25	1.9	-4	0.9	1.1	-14
CCc1nnc(NC(=O)CSc2nnnn2-c2cccc(C(=O)OC)c2)s1	1	0.9	-7	1.1	0	0.98	-6	1	1.1	-14
CC(C)NC(=O)COc1ccccc1C#N	1	0.9	-9	1	2	1.1	-1	1.1	1.1	-13
Cc1nn(Cc2ccccc2Cl)c(C)c1NC(=O)c1ccn(C)n1	0.9	1.1	-5	1	9	0.96	0	0.9	1	-6
Cc1nnc(OCc2nc3ccccc3n2C)c2ccccc12	0.9	1.1	2	1	3	1.4	-1	0.9	1	-5
CC(=O)OCCNC(=O)c1cccnc1	1.1	0.9	-3	1	-9	1.1	-2	1.1	1	-13
CC(C)NC(=O)C1CCN(C2CCN(C(=O)c3scc4c3CCCC4)CC2)CC1	1	1.3	-1	1.1	1	0.89	-10	1	1	-11
CCOc1cc(N(CC)CC)ccc1/C=C(/C#N)c1nc2ccccc2[nH]1	0.9	0.4	12	0.7	36	0.3	27	0.9	0.9	30
C/C(=N\NC(=O)c1ccc(NS(=O)(=O)c2cccs2)cc1)c1ccncc1	0.9	1.1	2	1	10	1.1	3	0.9	1	-2
Fc1ccc(-n2c(Cc3cccs3)n[nH]c2=S)cc1Cl	1	0.7	-5	1	38	1	0	1	1	-14

5 compounds from above, reduced to TNAP inh noacc, NF-kB expr up and PMI act satM6P.
SMILES	TNAP inh noacc	NF-kB expr up	PMI act satM6P
CS(=O)(=O)Nc1ccc(C(=O)NCCC2=CCCCC2)cc1	-14	1.9	0.9
CCc1nnc(NC(=O)CSc2nnnn2-c2cccc(C(=O)OC)c2)s1	-14	0.98	1
CC(C)NC(=O)COc1ccccc1C#N	-13	1.1	1
Cc1nn(Cc2ccccc2Cl)c(C)c1NC(=O)c1ccn(C)n1	-6	0.96	0.9
Cc1nnc(OCc2nc3ccccc3n2C)c2ccccc12	-5	1.4	0.9

More structures follow:
SMILES	PMI act satM6P	bIAP act	FLuc inhib CS	TNAP act hi DEA	APP 5'UTR act	NF-kB expr up	TNAP inh hi DEA	PMI act	FLuc act counter	TNAP inh noacc
COC(=O)C1=C(C)N(c2ccc(C)cc2)/C(=C/c2ccc(O)cc2)C1=O	1	0.9	-8	0.8	20	1.2	24	1	1.1	22
CC(=O)Nc1ccc(/C=N/NC(=O)CNC(=O)c2ccccc2)cc1	1	1.1	3	1.1	3	1.1	-5	1.1	1	-6
CCOC(=O)N1CCC(NC(=O)Cn2c3c(c(-c4ccccc4Cl)cc2=O)CCC3)CC1	0.8	1.1	-6	1	9	1.1	0	0.8	1.1	-11
CCCCCCN1C=C/C(=C\C=C(C#N)C#N)c2ccccc21	0.8	0.8	22	0.5	-17	1.2	45	0.8	0.8	39
CCc1ccc2c(c1)C(c1cccs1)=NNC(c1cccnc1)=N2	1	0.9	-5	1	-4	1.1	-4	1	1	-5
Nc1c(C(=O)Nc2ccccc2F)sc2nc(-c3ccco3)ccc12	0.4	0.9	4	1	140*	0.56	1	0.8	1	-2
COc1ccc(NS(=O)(=O)c2ccc(NC(C)=O)cc2)cc1OC	0.9	0.9	0	1	-3	0.77	4	0.9	1	-1
COc1cc(/C=C/C(=O)NC(C)(C)C)ccc1OCc1ccccc1	1	0.9	2	1	14	1.1	-3	0.9	1	-6
C/C=C/c1ccc(OCC(=O)OCC)c(OC)c1	1	1	-6	1	-33	1.2	-4	1	1.1	-7
Clc1cccc(Cc2nn[nH]n2)c1	1.1	0.8	-4	1.1	-3	1.1	-6	1	1	-9
Cc1noc(C)c1COc1cccc(C(=O)NCc2ccccc2Cl)c1	0.9	0.9	-4	1	-18	0.98	-2	0.9	1	-9
CCn1ccnc1CN(C)Cc1cn(-c2ccc(C)cc2)nc1-c1ccc(F)cc1	0.9	1	1	1	-10	1.3	-5	0.9	1	-9
S=C(NCCc1ccccc1)NCc1ccccc1Cl	1	1.1	-7	1.1	-13	0.71	-7	1	1.1	-8
CCN(CC)c1ccc(/C=C2\CCC(/C=C(\C#N)C(=O)Nc3ccccc3F)=C2N2CCOCC2)cc1	0.6	0.9	37	0.5	-24	1.3	47	0.7	0.6	53*
CC1CCc2c(sc3ncnc(NS(=O)(=O)c4cccs4)c23)C1 (configuration not stated)	0.9	0.9	-5	1	31	1.1	-3	1.1	1.1	-4
S=c1[nH]cnc2sc(-c3ccccc3)cc12	1.4	0.8	3	1	21	1.7	4	1.4	1	-3
Clc1ccc(N/N=C/c2cccnc2)cc1	2.4*	0.8	8	1	41	1.8	3	1.6	0.9	-9
CCOC(=O)c1ccc2c(c1)N(CC(=O)N1CCCC1)C(=O)C(C)(C)O2	1	0.9	-9	1.1	1	1.3	-8	0.9	1.1	-14
COc1ccc(CN2CCN(C(=O)C3CCC(CNS(=O)(=O)c4ccccc4)CC3)CC2)c(OC)c1OC (configuration not stated)	1	1.2	4	1	-6	0.79	1	0.9	1	-5
CCOC(=O)CNC(=O)C12CC3CC(C1)CC(c1ccc(C)cc1)(C3)C2	1	1.1	-2	1	7	1.3	-2	1.1	1	-9
O=C(c1ccccc1F)N1CCN(S(=O)(=O)c2ccc(S(=O)(=O)N3CCCCC3)cc2)CC1	1	1.1	-9	1	3	0.91	-4	1	1.1	-5
Cc1cc(C(=O)Nc2c(C)nn(Cc3ccccc3Cl)c2C)no1	1	0.9	-7	1.1	9	1	-6	1	1.1	-9
CC(=O)c1ccc(N2CCN(C(=O)c3n[nH]c4ccccc34)CC2)cc1	1	1.3	4	1	7	1.2	-4	1	1	2
